Source: PubChem BioAssay (several laboratories)
PDI turbidity = PDI (human) enzyme inhibition. P07237. PDI insulin aggregation turbidity, A650, 90 min. inhibition, % at 10 µM. hit rate 0.052% among 350,000. AID 588391;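 active = mean inhibition across replicates of 30% or more, whatever share of single replicates reach that level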;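 also: absorbance from insulin aggregation driven by PDI reduction with DTT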
Target sequence (P07237 whole entry, looked up): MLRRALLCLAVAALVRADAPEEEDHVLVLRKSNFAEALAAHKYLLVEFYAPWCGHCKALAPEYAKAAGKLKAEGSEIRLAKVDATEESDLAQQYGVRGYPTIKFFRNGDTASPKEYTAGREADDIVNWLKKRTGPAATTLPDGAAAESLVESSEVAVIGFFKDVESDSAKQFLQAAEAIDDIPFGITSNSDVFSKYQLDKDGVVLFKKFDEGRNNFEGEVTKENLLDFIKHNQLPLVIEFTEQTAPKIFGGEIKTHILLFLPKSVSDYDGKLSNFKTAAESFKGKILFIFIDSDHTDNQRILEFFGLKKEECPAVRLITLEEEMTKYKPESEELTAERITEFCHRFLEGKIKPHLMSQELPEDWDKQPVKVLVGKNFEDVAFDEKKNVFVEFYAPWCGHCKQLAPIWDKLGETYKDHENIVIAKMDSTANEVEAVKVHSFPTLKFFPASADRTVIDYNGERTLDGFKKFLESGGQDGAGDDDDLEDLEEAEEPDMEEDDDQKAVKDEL
Peg3 prom inh = Peg3 promoter activity inhibition. inhibition, % at 20 µM. hit rate 1.7% among 360,000. HeLa PEG-Prom luciferase reporter, luminescence, overnight. AID 588405;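 active = inhibition of at least 50% at 20 µM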
HIF-2a inh = blocks HIF-2a reporter activity. 786-0 RCC cells HIF-2a reporter, luciferase luminescence, overnight. inhibition, % at 18.8 µM. hit rate 0.72% among 360,000;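 active = inhibition of the luminescence signal of 40% or more relative to plate controls, in a single-dose primary screen at 18.75 µM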
Shn3 3UTR inh = inhibitors of Schnurri-3 3'UTR reporter in osteoblasts; hit rate 0.52% among 360,000; inhibition, % at 12.5 µM; Clone20 osteoblast Shn3 3'UTR firefly luciferase, 24 h;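 active = mean inhibition of at least 75% with every replicate also reaching 75%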;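 also: 0% = median of neutral control wells and 100% = pilot-screen positive control compound; some compounds past the cut are filed as inactive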
H9c2 protect = protects H9c2 cardiomyocytes from peroxide injury | H2O2 injury protection, ATPLite, 2 h | protection from H2O2 cell death, % at 20 µM | hit rate 0.63% among 360,000;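 active = compounds giving at least 50% protection of heart cells from peroxide-induced death in the single-dose screen, raw or plate-pattern-corrected value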;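 also: 0% = DMSO wells with peroxide and 100% = DMSO wells without peroxide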
MITF TRPM1 inh = MITF TRPM1 promoter inhibition in SK-MEL-5 cells | SK-MEL-5 TRPM1 promoter luciferase, 24 h | inhibition, % at 12.5 µM | hit rate 0.83% among 330,000;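 active = mean inhibition across replicates of 60% or more, whatever share of single replicates reaches that level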; also: values of inactives mirror those of a sister screen read the other way
iPSC survival up = enhancers of human iPSC single-cell survival | hiPSC single-cell survival, ATPlite luminescence; 100% = ROCK inhibitor wells, 0% = DMSO | AID 602274 | hit rate 0.044% among 360,000 | survival enhancement, % at 20 µM; in the data active = survival enhancement above about 18%;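 also: cells exposed to compounds for 16 hours before the ATP read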
HTR2A ag = activates the mouse 5-HT2A serotonin receptor; P35363; activation, % at 7.6 µM; CHO-K1 mHTR2A beta-arrestin complementation, luminescence; percent of 30 µM serotonin response; hit rate 0.66% among 360,000;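 active = activation above a run cutoff, the mean activation of all tested compounds plus 3 SD, cut at about 14% in these data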;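 also: 0% = plate median of compound wells and 100% = 30 µM serotonin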
Target sequence (P35363 whole entry, looked up): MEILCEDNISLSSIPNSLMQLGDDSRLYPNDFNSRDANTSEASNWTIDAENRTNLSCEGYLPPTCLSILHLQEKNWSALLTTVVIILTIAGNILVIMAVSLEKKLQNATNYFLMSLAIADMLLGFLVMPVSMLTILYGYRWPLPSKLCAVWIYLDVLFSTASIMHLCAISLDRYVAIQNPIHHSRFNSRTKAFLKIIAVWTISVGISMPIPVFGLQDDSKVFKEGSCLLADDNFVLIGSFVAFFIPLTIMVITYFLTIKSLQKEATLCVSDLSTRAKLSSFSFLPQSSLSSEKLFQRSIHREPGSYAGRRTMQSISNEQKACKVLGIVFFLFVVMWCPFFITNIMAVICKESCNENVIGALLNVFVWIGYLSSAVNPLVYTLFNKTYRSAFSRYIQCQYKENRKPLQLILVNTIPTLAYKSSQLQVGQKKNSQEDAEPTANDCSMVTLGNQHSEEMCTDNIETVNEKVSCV
NR2E3 ag-1 = activates human photoreceptor nuclear receptor NR2E3; Q9Y5X4; hit rate 0.12% among 320,000; AID 2300; inhibition of corepressor binding, % at 4.78 µM; GST-NR2E3/biotin-RetCOR TR-FRET, 1536-well;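 active = percent inhibition above the cutoff of mean plus 3 SD of all tested compounds, set per screening campaign, cut at about 20% in these data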;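 also: 0% = DMSO wells and 100% = biotin wells as full block of FRET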
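system = GST-tagged NR2E3 plus biotinylated RetCOR corepressor | input = 1.35 nM GST-NR2E3 | also added = 7 nM biotin-RetCOR | schedule = 5 h incubation at 4 °C | measured by = TR-FRET with europium anti-GST and streptavidin-D2, 340 nm excitation | read-out = percent loss of FRET ratio relative to control wells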
NR2E3 ag-2 = activates human NR2E3 receptor; Q9Y5X4; CHO-S Gal4-NCOR/VP16-NR2E3 two-hybrid, luciferase; inhibition of corepressor binding, % at 3.98 µM; hit rate 0.35% among 360,000; AID 602229;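 active = inhibition above the mean of all tested compounds plus 3 SD, cut at about 70% in these data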;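 also: 0% = DMSO with NR2E3 transfected cells and 100% = cells lacking NR2E3 construct; higher means lower luciferase signal from less NR2E3 corepressor binding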
CaV13 ICDI inh = Disruptors of the CACNA1D IQ motif to Ca2+-dependent inactivation inhibitor domain association, primary screening, Förster resonance energy transfer in intact living …; HEK cells, CFP/YFP FRET ICDI-IQ, plate reader, 10 min; percent FRET-ratio fall versus neutral wells; inhibition, % at 12.3 µM; hit rate 0.098% among 340,000; AID 743397;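 active = mean replicate inhibition of at least 30% and at least 1% of replicates passing that level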;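 also: 0% = median of the neutral control wells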
* hit, by the source's call; . = not tested or not shown.

no.	canonical_smiles	PDI turbidity	Peg3 prom inh	HIF-2a inh	Shn3 3UTR inh	H9c2 protect	MITF TRPM1 inh	iPSC survival up	HTR2A ag	NR2E3 ag-1	NR2E3 ag-2	CaV13 ICDI inh
1	COc1ccc(C(=O)N/N=C/c2sc(N3CCOCC3)nc2-c2ccccc2)cc1OC	1	31	-17	-23	21	-28	-0.5	0	-4	-11	5
2	COC(=O)C1=C(C)N(C)C(C)=C(C(=O)OC)C1c1ccc(Cl)cc1	-8	12	5	9	-5	11	0.5	3	-1	-6	.
3	O=C(/C=C/c1cccs1)Nc1ccc(N2CCOCC2)c(S(=O)(=O)Nc2cc(Cl)ccc2Cl)c1	-20	37	12	29	-12	9	2.2	3	2	0	-7
4	S=c1nc(-c2ccccc2)n(-c2ccccc2)[nH]1	-2	-7	-86	-24	-1	-6	-0.6	2	4	-46	-3
5	CCCCCCCCN1C(=O)[C@H](CC(=O)N2CCCCC2)C[C@@]2(C(=O)OCC)CCCC=C12	.	.	-20	.	.	.	-0.7	0	.	-10	-2
6	O=C1CN(C(=O)c2ccccc2F)C(c2ccc(F)cc2)c2cc(F)ccc2N1 (stereo not drawn)	14	22	13	-10	4	-3	0.2	5	0	2	-4
7	CC(C)(C)C1CCC(=NNC(=O)c2ccco2)CC1 (stereo not drawn)	-2	9	7	10	1	-4	-0.3	-7	3	-89	-5
8	COc1cc(NC(=O)C(Cc2ccccc2)n2cccc2)cc(OC)c1 (stereo not drawn)	-1	-16	4	-11	5	-10	2.2	-5	2	9	-2
9	O=C(CSc1ccccc1F)OCC(=O)N1CCN(C(=O)c2ccco2)CC1	1	3	12	-17	0	11	-0.1	-8	4	13	-14
10	CCCCN(CCCC)C(=S)NC(=O)C(C)(C)C	-22	-7	-2	-7	-4	-2	-0.6	-2	-5	2	-5
11	CC(=O)c1c(C)[nH]c(C(=O)NCCc2ccccc2)c1C	1	-187	-145	-51	-5	-7	-3.4	3	0	-100	-5
12	COCc1cc(=O)[nH]c(N2CCN(Cc3ccc4c(c3)OCO4)CC2)n1	1	10	11	6	-3	15	-0.3	0	6	-33	-4

Among those listed so far, 2 have four or more nitrogen atoms.
no.	canonical_smiles	PDI turbidity	Peg3 prom inh	HIF-2a inh	Shn3 3UTR inh	H9c2 protect	MITF TRPM1 inh	iPSC survival up	HTR2A ag	NR2E3 ag-1	NR2E3 ag-2	CaV13 ICDI inh
1	COc1ccc(C(=O)N/N=C/c2sc(N3CCOCC3)nc2-c2ccccc2)cc1OC	1	31	-17	-23	21	-28	-0.5	0	-4	-11	5
12	COCc1cc(=O)[nH]c(N2CCN(Cc3ccc4c(c3)OCO4)CC2)n1	1	10	11	6	-3	15	-0.3	0	6	-33	-4

Later entries.
no.	canonical_smiles	PDI turbidity	Peg3 prom inh	HIF-2a inh	Shn3 3UTR inh	H9c2 protect	MITF TRPM1 inh	iPSC survival up	HTR2A ag	NR2E3 ag-1	NR2E3 ag-2	CaV13 ICDI inh
13	O=C(NNC(=S)NC(=O)c1ccc(F)cc1)c1cccnc1	-10	6	-12	13	8	3	-0.5	-3	0	20	-8
14	CC(C)C(=O)Nc1ccc(Cc2ccc(NC(=O)C(C)C)c(O)c2)cc1O	1	-13	-8	15	0	-7	-0.4	1	1	18	-7
15	CCCCOc1ccc(/C=N/NC(=S)Nc2cc(C)ccc2C)cc1	4	19	-49	-12	-16	16	2.2	-1	-3	4	-9
16	CCOC(=O)/C(C#N)=C/C1=C(N2CCOCC2)CC(C)(C)OC1	-16	-12	16	13	0	-6	-0.5	1	4	-1	-5
17	CCOC(=O)C1=C(C)N=C(/N=C/N(C)C)SC1c1ccccc1 (stereo not drawn)	7	22	23	-20	-10	15	-2.1	-1	-1	-5	-9
18	COc1ccc(Nc2cc(C)nc3nc(C)nn23)c(OC)c1	.	9	3	-34	3	.	-1.3	1	-2	11	-1
19	COc1ccc(CNC2=CC(=O)CC(C)(C)C2)cc1	-2	-26	-34	-31	7	8	1.6	2	-4	0	.
20	COc1cc(/C=C/c2ccccc2)cc(OC)c1	-19	-181	-195	3	-12	-95	-1.1	-3	.	-11	-6
21	CC(C)c1ccc(NC(=O)COC(=O)[C@@H]2CCCN2C(=O)c2cccs2)cc1	2	-13	-25	-35	-9	-1	1.3	-1	.	-21	-2
22	CCN1C(=O)[C@H]2[C@@H](c3ccc(C)cc3)N3C(=O)N(c4ccc(C(F)(F)F)cc4)C(=O)[C@@]3(CC)[C@H]2C1=O	-6	8	13	1	-2	-7	0.5	3	-1	16	-12
23	O=C(c1ccc(N2CCCCC2)c([N+](=O)[O-])c1)N(Cc1ccccc1)c1ccccn1	-3	20	-1	28	-2	5	-2.9	-2	1	-20	-5
24	O=C(c1cc2ccccc2[nH]1)N(Cc1cccnc1)CC1CCCN(C2CCCCC2)C1 (stereo not drawn)	-3	-36	-94	-9	-5	15	-0.6	-5	-1	-19	-2

Later entries:
no.	canonical_smiles	PDI turbidity	Peg3 prom inh	HIF-2a inh	Shn3 3UTR inh	H9c2 protect	MITF TRPM1 inh	iPSC survival up	HTR2A ag	NR2E3 ag-1	NR2E3 ag-2	CaV13 ICDI inh
25	CC(C)c1ccc(NC(=O)C2CCCN(S(=O)(=O)c3ccc4c(c3)C(C)(C)C(=O)N4C)C2)cc1 (stereo not drawn)	11	18	12	31	-14	.	0.3	2	2	24	-7
26	COc1ccc(Cl)cc1NC(=O)C(C)OC(=O)C1=NNC(=O)CC1 (stereo not drawn)	14	-9	2	-11	-1	-5	-0.5	1	2	9	-5
27	CCC1=C(OC(=O)N(CC)CC)N2C(=O)OC(=NCCc3c[nH]c4ccccc34)[C@]2(Cc2ccccc2)[C@H]2C1=CC[C@H]1C(=O)N(C)C(=O)[C@H]12	2	24	-5	5	-7	0	-0.1	2	1	-32	-4
28	O=C(O)c1nn(CCOc2cccc(Br)c2)c(=O)c2ccccc12	-6	-3	9	10	0	4	-0.4	-7	1	-30	-3
29	CCC1CN(C(=O)N2CCC(C(=O)NCCc3ccc(OC)c(OC)c3)CC2)c2ccccc2O1 (stereo not drawn)	0	11	11	-14	5	-13	0.3	0	4	-12	-15
30	CCC1C(=O)Nc2ccccc2N1C(=O)COc1ccccc1 (stereo not drawn)	-7	7	9	3	3	2	-0.3	2	-4	-37	.
31	CCC(C)(C)c1nnc(NC(=O)CCC2CCCCC2)s1	4	0	-10	-14	-4	.	0.9	5	-1	-6	-5
32	CCCCCCCC1(C)NC(=O)N(c2ccccc2)N1 (stereo not drawn)	-8	2	12	2	-2	-2	-0.8	-1	0	-27	-6
33	Cn1c(SCc2ccccn2)nc2c1c(=O)[nH]c(=O)n2C	6	-8	15	-15	3	3	-0.4	-2	1	-22	-5
34	C/C(=N\NC(=S)Nc1ccccc1C)c1cc2ccccc2o1	-2	-13	-133	-4	7	5	-0.6	-1	2	-24	2
35	COc1cc(C(=O)NNC(=O)CNC(=O)C2CCCCC2)ccc1OC(C)C	-1	3	-2	14	4	-6	0.4	1	.	9	-6
36	COc1ccc(S(=O)(=O)N2CCN(C(C)C(=O)Nc3ccc(C(C)C)cc3)CC2)cc1 (stereo not drawn)	-5	-13	-23	23	-8	-7	-0.1	-4	-2	95*	-6

Next section.
no.	canonical_smiles	PDI turbidity	Peg3 prom inh	HIF-2a inh	Shn3 3UTR inh	H9c2 protect	MITF TRPM1 inh	iPSC survival up	HTR2A ag	NR2E3 ag-1	NR2E3 ag-2	CaV13 ICDI inh
37	COc1ccc(NC(=O)C(NC(=O)c2ccc(C)cc2)c2ccccc2)cc1 (stereo not drawn)	14	-46	-55	-9	-5	-25	0.8	-2	8	0	-2
38	O=C(NCc1ccccn1)C1CCN(S(=O)(=O)c2ccc(Br)cc2)CC1	-4	12	13	5	0	-5	-0.4	-3	3	-12	.
39	CSc1ccc(NC(=O)N2CC(C)OC(C)C2)cc1 (stereo not drawn)	-1	3	1	-1	5	4	1.5	-3	-4	13	-5
40	Cc1ccc(C)c(Cc2c(C)nc(C)[nH]c2=O)c1	2	-2	1	4	-3	-7	-1.0	-1	-1	-30	-4
41	O=C(NCC1CCCO1)C(Cc1ccccc1)N1C(=O)C2C3C=CC(C4CC34)C2C1=O (stereo not drawn)	14	11	12	-8	0	-9	0.8	0	0	-10	-4
42	Cc1nn(Cc2c(F)c(F)c(F)c(F)c2F)c(C)c1NC(=O)c1cccc(COc2ccc(Cl)cc2)c1	2	-230	-214	42	-1	-8	-1.7	-6	-1	-138	-9
43	COc1ccccc1NS(=O)(=O)c1cccc(C(=O)N/N=C(\C)c2cccnc2)c1	-3	3	12	1	10	5	-0.2	0	-1	-5	-7
44	Cc1ccc(S(=O)(=O)c2cc3c(=O)n4cccc(C)c4nc3n(CCc3ccccc3)c2=N)cc1C	5	-12	14	6	3	-1	0.1	1	.	3	-3
45	C=CCn1c(COc2ccc(F)cc2)nnc1SCC(=O)NC1CC1	0	-6	12	-7	4	1	-0.1	4	3	-3	-5
46	CC(=O)Oc1cccc(/C=c2\sc3nc(-c4ccco4)nn3c2=O)c1	10	14	27	-12	23	42	-2.2	3	-2	14	0
47	Cc1c(C(=O)Nc2ccc(N3CCOCC3)cc2)cccc1[N+](=O)[O-]	-4	-9	8	-3	2	-10	-0.6	-4	1	-27	-3
48	NNC(=O)Cn1nc(Cc2ccccc2)n(N)c1=O	5	-18	-3	-3	4	-2	0.3	2	2	-24	-2
49	Cc1ccc(CN2CC(N3CCCCC3)CS2(=O)=O)cc1 (stereo not drawn)	.	-50	-18	14	2	.	1.1	1	.	1	-5
50	C/C(=N\NC(=O)c1ccc(OC2CCCC2)cc1)c1ccc(O)cc1	-8	-18	1	17	-5	-1	-0.6	0	4	-6	-5
51	COC(=O)c1ccc(C(C(=O)NCc2ccccc2)N(Cc2ccco2)C(=O)c2cnccn2)cc1 (stereo not drawn)	7	0	9	9	9	-3	0.4	-3	4	-16	-8

Hits appear at their usual frequency; any-hit rate near 3.9%.
